Screening data: PubChem, National Center for Advancing Translational Sciences (NCATS)
RXFP1 antag = antagonists of human relaxin receptor RXFP1; Q9HBX9; HEK293-RXFP1, relaxin-stimulated cAMP HTRF, 30 min; stronger effect = lower value; activity change, negative = inhibition, % at 57.5 µM; 0.59% of 350,000 active; AID 1259400;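 active means activity change of -60% or lower, but not beyond a set lower limit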; further: on the % scale 0 is the no-effect control and ±100 the full control effect
TRHR enhancer = allosterically enhances the human TRH receptor. enhancement, % at 2 µM. 0.66% of 360,000 active. TRHR cells, fluo-8 calcium fluorescence, EC20 TRH enhancement. P34981. AID 493056; in the data active means enhancement above about 30%; further: 0% is about no effect
Target sequence (P34981 whole entry, looked up): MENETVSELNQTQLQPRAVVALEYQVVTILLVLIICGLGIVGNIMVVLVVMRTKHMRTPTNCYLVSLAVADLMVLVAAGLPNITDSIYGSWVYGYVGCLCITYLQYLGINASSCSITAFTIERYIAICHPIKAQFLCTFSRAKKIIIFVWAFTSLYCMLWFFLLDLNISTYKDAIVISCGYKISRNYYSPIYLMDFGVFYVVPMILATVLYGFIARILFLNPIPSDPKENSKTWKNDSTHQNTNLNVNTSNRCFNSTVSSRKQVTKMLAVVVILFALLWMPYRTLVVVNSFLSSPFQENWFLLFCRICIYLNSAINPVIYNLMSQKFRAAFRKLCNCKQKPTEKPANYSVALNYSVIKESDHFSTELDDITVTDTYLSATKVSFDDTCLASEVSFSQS
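Enhancer read-out: after compound pinning and an initial kinetic agonist-mode read, an EC20 of TRH (10 nM final) was injected and fluo-8 calcium signal (Ex 480/Em 530) followed at 1 s/cycle for 100 cycles in TRHR-expressing cells.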
D2 agonist = agonists of human D2 dopamine receptor | P14416 | 0.53% of 340,000 active | AID 485358 | activation, % at 2 µM | HEK293 T-REx D2 cells, calcium flux agonist mode;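 active means activation over 3 SD above normal in the single-dose calcium agonist read, cut at about 30% in these data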; further: 0% is about no effect
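Tetracycline-induced HEK293 Trex cells with D2 receptor force-coupled to calcium signaling, plated overnight at 30 C and loaded with no-wash calcium dye. Calcium flux read kinetically for 180 s after compound addition; responses flag agonists.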
D1 antagonist = antagonists of human D1 dopamine receptor | P21728 | HEK293 TREx D1 cells, calcium flux, dopamine EC80; stronger effect = lower value | activity change, negative = inhibition, % at 10 µM | 3.2% of 360,000 active; in the data active means activity change below about -30%; further: on the % scale 0 is the no-effect control and ±100 the full control effect
Target sequence (P21728 whole entry, looked up): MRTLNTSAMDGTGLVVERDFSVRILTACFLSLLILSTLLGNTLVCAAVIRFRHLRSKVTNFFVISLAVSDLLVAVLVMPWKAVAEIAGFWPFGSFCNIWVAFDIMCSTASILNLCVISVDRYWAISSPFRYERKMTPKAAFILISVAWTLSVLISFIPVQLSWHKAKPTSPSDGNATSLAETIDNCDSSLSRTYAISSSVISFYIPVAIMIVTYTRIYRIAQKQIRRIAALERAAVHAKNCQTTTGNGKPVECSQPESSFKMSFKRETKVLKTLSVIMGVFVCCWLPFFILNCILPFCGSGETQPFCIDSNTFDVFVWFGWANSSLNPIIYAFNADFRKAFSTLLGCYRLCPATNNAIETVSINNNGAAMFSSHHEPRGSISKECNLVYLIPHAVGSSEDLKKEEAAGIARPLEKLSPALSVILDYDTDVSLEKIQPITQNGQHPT
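Tetracycline-induced HEK293 Trex D1 cells, force-coupled to calcium, dye-loaded; compounds added and read 180 s, then EC80 dopamine added and calcium flux tracked kinetically another 180 s.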
D1 ag = human D1 receptor agonism | P21728 | HEK293 T-REx D1 cells, calcium flux, agonist mode | activation, % at 2 µM | 1% of 360,000 active; further: 0% is about no effect
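Agonism was scored from calcium flux recorded over 180 s (1 read/s) after pintool compound addition, following a 10-cycle baseline. Cells were inducible force-coupled HEK293 TREx D1, plated overnight at 30 C and loaded with no-wash calcium dye.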
D2 antagonist = D2 dopamine receptor (human) antagonism; P14416; HEK293 TREx D2 cells, calcium flux, dopamine EC80; inhibition, % at 10 µM; 2% of 340,000 active; AID 485344; in the data active means inhibition above about 30%; further: 0% is about no effect
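Overnight-induced (tetracycline, 30 C) HEK293 T-REx cells carrying force-coupled D2 receive a no-wash calcium dye, then compound, then EC80 dopamine at 180 s; signals are read kinetically throughout.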
TRHR ag = activates the human TRH receptor | P34981 | TRHR cells, calcium flux fluo-8, FDSS agonist mode | activation, % at 2 µM | 0.18% of 360,000 active; further: 0% is about no effect
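TRHR-expressing cells loaded with fluo-8 calcium dye; 23 nL library compound pin-transferred, kinetic FDSS fluorescence (Ex 480/Em 530) recorded about 180 s for agonist-induced calcium release, before a 10 nM TRH EC20 addition for potentiator mode.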
D2 potentiator = positive allosteric modulators of human D2 dopamine receptor. P14416. HEK293 T-REx D2, calcium flux, EC20 dopamine potentiation. potentiation, % at 10 µM. 0.34% of 340,000 active. AID 485347;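 active means potentiation over 3 SD above the plate norm, cut at about 30% in these data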; further: 0% is about no effect
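Tetracycline-induced HEK293 T-REx cells force-coupled to calcium signalling expressed D2; compounds were pin-added after a 10 s baseline, read kinetically 180 s, then an EC20 dopamine challenge followed with a further 180 s calcium read.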
D1 PAM = human D1 dopamine receptor positive modulation | P21728 | HEK293 TREx D1 cells, calcium flux, dopamine EC20 potentiation | 0.036% of 360,000 active | potentiation, % at 10 µM | AID 504651; in the data active means potentiation above about 30%; further: 0% is about no effect
* hit, by the source's call; x = not tested or not shown. Unless noted, no stated cut-off is given here; in the data, active means activation above about 30%; inactive means the rest.

SMILES | RXFP1 antag | TRHR enhancer | D2 agonist | D1 antagonist | D1 ag | D2 antagonist | TRHR ag | D2 potentiator | D1 PAM
COc1ccc(CCN2CC34C=CC(O3)C(C(=O)NCc3ccccc3)C4C2=O)cc1OC (stereo not drawn) | -7 | -1 | 0.1 | 0 | 1 | 5 | -0.4 | 0 | -1
O/N=C1/C2C3C(Br)C4C5CC(C1C53)C24 (stereo not drawn) | 6 | -4 | 0.9 | 0 | 4 | 3 | 0.5 | -8 | -6
COc1ccc(NS(=O)(=O)c2cc(NC(=O)[C@@H](NC(N)=O)C(C)C)ccc2C)cc1 | 4 | -8 | -0.5 | 2 | 2 | 10 | -0.5 | 2 | 2
COc1ccc(NC(=O)C2CCN(S(=O)(=O)c3ccc(N4CCCC4=O)cc3)CC2)c(OC)c1 | -35 | -1 | x | -16 | 0 | x | -0.1 | -4 | 3
CCOC(=O)c1c(N)sc(C(=O)Nc2ccc3c(c2)OCO3)c1C | 4 | 1 | -0.6 | -14 | 0 | 23 | -2.1 | 4 | -21
COC(=O)Cc1c(O)ccn(CCc2ccc(OC)c(OC)c2)c1=O | 4 | -2 | -3.4 | 8 | 5 | 9 | -0.5 | -1 | -13
COc1ccc(S(=O)(=O)N/N=C(/C)c2cccc(NC(=O)c3ccccc3Cl)c2)cc1 | 8 | -5 | 0.6 | -6 | 2 | 17 | -1.0 | -1 | -2
COc1ccc(CCNC(=O)c2ccc(SC)cc2OC)cc1 | -23 | 4 | -0.2 | -12 | 11 | -18 | -1.0 | 22 | -7
c1ccc(CCNc2ccc3nncn3n2)cc1 | x | 2 | x | 1 | 6 | x | -1.0 | x | -5
COc1ccc(NC(=O)c2ccc3c(c2)C(=O)N(CC2CCCO2)C3=O)cc1O (stereo not drawn) | -27 | -8 | 0.1 | -19 | 1 | 6 | -0.1 | -2 | -5
COc1ccc2[nH]cc(CCNC(=O)c3ccc4ccccc4n3)c2c1 | -1 | 0 | 0.4 | -21 | 0 | -13 | -1.2 | -1 | -5
Cc1cccc(C)c1NC(=O)CN(C)C(=O)c1ccccc1C(=O)N(C)Cc1ccccc1 | -12 | 1 | -2.8 | -2 | 0 | -12 | -1.0 | x | 20
Nc1nc(COC(=O)C2CC(=O)N(Cc3ccccc3)C2)nc(Nc2ccccc2)n1 (stereo not drawn) | 0 | 1 | -0.6 | -9 | 1 | -3 | -0.6 | 4 | -2
O=C(Nc1cccc(O)c1)c1ccc(C(=O)c2ccccc2)o1 | -5 | 0 | x | -9 | 1 | x | -2.1 | x | -9
O=c1c(C(c2ccc(F)cc2)c2c(O)nc3n(c2=O)CCS3)c(O)nc2n1CCS2 | 2 | -2 | -1.1 | -4 | 1 | 6 | 0.4 | 11 | -5
N/C(=N\O)c1cccc(CS(=O)(=O)c2ccccn2)c1 | -3 | 4 | -0.1 | -5 | 4 | 8 | -0.9 | 8 | 0
O=C(NCc1cccnc1)c1sc2ccccc2c1Cl | 1 | -6 | 0.4 | 1 | 2 | 14 | 0.4 | -5 | 7
S=c1nc(-c2ccccc2Cl)[nH][nH]1 | -12 | 1 | -0.1 | 3 | 1 | 7 | -0.2 | 6 | 1
COc1ccc(-n2nc(C(=O)O)c3csc(N)c3c2=O)cc1 | x | 2 | x | 4 | 1 | x | -1.3 | x | 4
CC(C)N1CCC(NC(=O)Nc2ccc3c(c2)OCO3)CC1 | -21 | -6 | -5.7 | 1 | 2 | -2 | -3.9 | 9 | -6
C#CCOC(=O)C1C2C=CC(C2)C1C(=O)O (stereo not drawn) | -11 | -3 | 0.4 | 7 | 2 | -12 | -0.1 | 2 | 3
O=C(c1ccccc1OCc1ccccc1Br)N1CCN(c2ncccn2)CC1 | -13 | -5 | -0.2 | 5 | 4 | 1 | -0.3 | 20 | 4
CCOC(=O)C1(CC2CC2)CCN(C(=O)c2cccnc2C)CC1 | -3 | -3 | -0.3 | 4 | 4 | 1 | 0.4 | 11 | 3
N#Cc1cc(C#N)c(SCC(=O)N2CC(=O)Nc3ccccc32)nc1N | 13 | 5 | 0.5 | -15 | 1 | -18 | 0.3 | 12 | 1
CCN(CC)c1ccc(/C=N/N2CC(=O)NC2=S)cc1 | 3 | -4 | 0.7 | -2 | 0 | 0 | -0.6 | 4 | 2

The final 6 entries of the part above come first, to join the parts:
SMILES | RXFP1 antag | TRHR enhancer | D2 agonist | D1 antagonist | D1 ag | D2 antagonist | TRHR ag | D2 potentiator | D1 PAM
CC(C)N1CCC(NC(=O)Nc2ccc3c(c2)OCO3)CC1 | -21 | -6 | -5.7 | 1 | 2 | -2 | -3.9 | 9 | -6
C#CCOC(=O)C1C2C=CC(C2)C1C(=O)O (stereo not drawn) | -11 | -3 | 0.4 | 7 | 2 | -12 | -0.1 | 2 | 3
O=C(c1ccccc1OCc1ccccc1Br)N1CCN(c2ncccn2)CC1 | -13 | -5 | -0.2 | 5 | 4 | 1 | -0.3 | 20 | 4
CCOC(=O)C1(CC2CC2)CCN(C(=O)c2cccnc2C)CC1 | -3 | -3 | -0.3 | 4 | 4 | 1 | 0.4 | 11 | 3
N#Cc1cc(C#N)c(SCC(=O)N2CC(=O)Nc3ccccc32)nc1N | 13 | 5 | 0.5 | -15 | 1 | -18 | 0.3 | 12 | 1
CCN(CC)c1ccc(/C=N/N2CC(=O)NC2=S)cc1 | 3 | -4 | 0.7 | -2 | 0 | 0 | -0.6 | 4 | 2
CC(C)CCN(C(=O)c1ccc(N2CCCC2=O)cc1)c1c(N)n(Cc2ccccc2)c(=O)[nH]c1=O | -6 | -18 | 0.2 | 13 | 0 | 20 | 0.2 | -7 | -3
O=C(CCN1C(=O)c2cccnc2C1=O)NC1CCCCCC1 | -2 | 0 | 0.6 | -9 | 1 | 9 | 0.4 | 8 | -2
COc1ccc(NC(=O)C2CC(=O)N(CCc3ccc(Cl)cc3)C2)cc1 (stereo not drawn) | -3 | 5 | 0.1 | -4 | 2 | -7 | -0.5 | -7 | -1
CC(C)Cc1nnc(NC(=O)CCC(=O)N2CCN(Cc3ccc(F)cc3)CC2)s1 | 6 | -3 | -0.4 | 3 | 5 | 2 | -0.4 | -5 | -3
O=C(NCCc1ccc(Cl)cc1)C1CCN(S(=O)(=O)c2ccc(Br)s2)CC1 | -2 | -5 | -0.9 | -7 | 13 | -3 | -0.8 | x | -3
CC(C)[C@H](NC(=O)c1ccco1)C(=O)OCC(=O)N1CCc2ccccc21 | 6 | 13 | 0.8 | x | 1 | -1 | -0.8 | 7 | -1
C/C(=C\C(=O)c1ccc(C)o1)Nc1ccc2c(c1)OCO2 | -3 | 3 | 0.2 | 21 | 2 | -13 | 0.2 | -12 | 7
O=c1[nH][nH]c(-c2ccccc2O)c1C(C[N+](=O)[O-])c1ccc(Br)cc1 (stereo not drawn) | -13 | -1 | 1.1 | -13 | 15 | -7 | 0.5 | 10 | 2
CC(C)C(CCNCc1ccccn1)c1ccc(Cl)cc1 (stereo not drawn) | -7 | -4 | 0.8 | 6 | 21 | 5 | 0.3 | -14 | -4
CCc1cccc(NC(=O)Cn2nc(C)c3sc4ccccc4c3c2=O)c1 | -20 | -1 | x | -42* | 1 | x | -0.9 | -4 | -1
Fc1cccc(CN2CCN(Cc3nc(-c4cnccn4)no3)CC2)c1 | -8 | 18 | 1.1 | 9 | 3 | -16 | 0.3 | 4 | 4
CC(=O)c1cnc2nc(SCc3ccc(Cl)cc3)nn2c1C | 7 | -2 | 0.2 | -23 | 8 | 5 | -0.3 | 4 | 2
COC(=O)C1(C)NCCc2c1[nH]c1ccccc21 (stereo not drawn) | 21 | 0 | x | 4 | 0 | x | 0.0 | 9 | -3
Cc1nc2sc3c(c2c(=O)o1)CCC3 | -6 | 4 | -0.8 | -1 | 5 | -4 | -2.3 | 4 | -3
Cc1cccn2c(NC(=O)c3ccccc3F)c(-c3ccccc3)nc12 | 0 | 3 | 0.2 | 7 | 0 | 2 | -0.3 | -1 | 0
COc1ccc(S(=O)(=O)N2CCN(C)CC2c2ccccc2)cc1 (stereo not drawn) | -9 | 15 | 0.0 | 8 | 0 | 2 | -0.5 | 12 | -2
Cc1ccc(NC(=O)c2ccco2)c(NC(=O)Cc2cccs2)c1 | 11 | -3 | -0.3 | 3 | 1 | 9 | -1.3 | -7 | -12
CCc1ccc2[nH]c(=O)c(-c3ccccc3)c(O)c2c1 | -8 | 24 | -0.7 | -19 | 0 | 2 | -0.3 | 1 | 2
CCOP(=O)(OCC)/C(C#N)=C/c1ccc(-c2ccc(F)cc2F)o1 | 7 | -8 | 1.0 | -11 | 3 | -8 | -1.5 | -16 | -3
CNC(=S)N/N=C/c1ccc2c(c1)OCCO2 | 0 | 7 | -1.4 | 12 | 0 | -7 | -0.4 | 23 | 12
COc1cccc(N2CCN(C(=O)Cn3cnc4onc(-c5ccc(F)cc5)c4c3=O)CC2)c1 | x | -20 | -1.0 | -11 | 3 | x | -0.7 | 2 | 11
C=CCn1c(SCC(=O)NC2CCCC2)nnc1-c1ccncc1 | -10 | -2 | -0.9 | -7 | 6 | -9 | 0.3 | 18 | -6
CC(C)(C)c1ccc(-c2nc(NCc3cccnc3)c3ccccc3n2)cc1 | -10 | 0 | x | -1 | 6 | x | 0.7 | x | -2
COC(=O)CCP(=O)(O)Cc1ccccc1CP(=O)(O)CCC(=O)OC | -7 | 7 | 0.0 | 13 | 2 | -11 | 0.4 | -10 | -6
O=c1oc(-c2ccc([N+](=O)[O-])cc2)nc2ccc(O)cc12 | -8 | 0 | 0.9 | -21 | 4 | -11 | 2.8 | 0 | 0
(listing goes on)
SMILES | RXFP1 antag | TRHR enhancer | D2 agonist | D1 antagonist | D1 ag | D2 antagonist | TRHR ag | D2 potentiator | D1 PAM
COCCNC(=O)CN1C(=O)/C(=C/c2ccccc2)Oc2ccc(C(C)(C)C)cc21 | -16 | -2 | -1.0 | 13 | 1 | 5 | -0.9 | 7 | 0
CCc1cccc(C)c1Nc1c(-c2ccc(SC)cc2)nc2sccn12 | -9 | 5 | -0.2 | -1 | 1 | x | -0.8 | 10 | 3
COC(=O)C1=C(C)N(C)C(=O)NC1c1ccc(C)cc1 (stereo not drawn) | 9 | 0 | 0.0 | -18 | 1 | -16 | 0.1 | -4 | 5
CC(=O)Nc1cc(C(=O)NCc2ccc(F)cc2)ccc1Sc1ccc(F)cc1 | -25 | 3 | x | 3 | -3 | x | -0.6 | x | 0
COc1ccc(N(C)S(=O)(=O)c2ccc(C)cc2)c([N+](=O)[O-])c1 | -2 | 0 | -1.2 | 6 | -1 | 15 | 0.3 | -8 | -4
Cc1ccc(N2C(=O)N(CC(=O)Nc3ccc([N+](=O)[O-])cc3)C(=O)C2C)cc1 (stereo not drawn) | 2 | 22 | -0.2 | -1 | 1 | -7 | 0.0 | -11 | 2
COc1ccc(C(=O)Nc2ccccc2C(=O)N/N=C/c2ccc(O)c(OC)c2)cc1 | -24 | -3 | 0.2 | 6 | 1 | 10 | -0.8 | 3 | -4
Cc1cccc(NC(=O)Cn2c([N+](=O)[O-])cnc2C)c1C | x | -10 | -0.1 | 7 | 2 | -1 | 0.9 | 4 | 1
